# SKN-1 block – suppressors of acrylamide-induced Pgst-4::GFP reporter in worms, primary screen, SKN-1 inhibitor project, whole organism, uHTS, GFP/RFP fluorescence ratio, strain VP596; AID 624304, 2012; inhibition, % at 21.8 µM; C. elegans VP596 Pgst-4::GFP/RFP ratio, 24 h; 0.49% of 360,000 active;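 active means interference check ratio from 0.5 to 1.5 plus GFP to RFP signal ratio inhibition reaching or exceeding a fixed threshold, cut at about 30% in these data, passing the limit was not always enough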; further: some compounds called inactive have numbers as strong as hits
# NadD inh – inhibitors of S. aureus NadD, primary screen, biochemical, colorimetric, uHTS. inhibition, % at 20 µM. 0.78% of 360,000 active. AID 602399, 2012. purified NadD enzyme, colorimetric absorbance read-out. Nicotinate-nucleotide adenylyltransferase NadD (Staphylococcus aureus N315); in the data active means inhibition above about 26%; further: some compounds past the cut are filed as inactive
# LMPTP block – LMPTP phosphatase inhibitors, primary screen, biochemical, fluorescence intensity, uHTS | Low molecular weight phosphotyrosine protein phosphatase (Homo sapiens), P24666 | recombinant LMPTP-A, OMFP fluorogenic substrate | inhibition, % at 20 µM | 0.22% of 360,000 active;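 active means compounds that cut the enzyme signal by at least half of the control window in the single-dose screen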;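 further: plate controls were DMSO wells with enzyme plus substrate for no effect and substrate without enzyme for full effect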
# Target sequence (P24666 whole entry, looked up): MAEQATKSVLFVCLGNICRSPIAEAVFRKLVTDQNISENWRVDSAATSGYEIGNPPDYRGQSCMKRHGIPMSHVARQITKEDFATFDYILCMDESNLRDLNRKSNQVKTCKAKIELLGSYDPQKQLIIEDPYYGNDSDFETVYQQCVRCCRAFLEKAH
#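 Material: LMPTP-A; amount: 0.625 nM enzyme; doses: single 20 µM dose; times: reaction 50 min, room temperature, dark; technique: fluorescence intensity of OMFP turnover product; benchmarks: no-enzyme and uninhibited controls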
# NRP1-CendR mod – modulators of CendR peptide binding to NRP-1, primary screen, biochemical, fluorescence polarization, uHTS; FAM-RPARPAR peptide binding to NRP-1; inhibition, % at 25 µM; 0.85% of 360,000 active;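 active means inhibition or corrected inhibition above about 18%, plus a signal ratio from 0.5 to 1.5, limit read from the data, passing the limit was not always enough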; further: strong numbers were not always called active
# Scp-1 inhibitor – Scp-1 phosphatase inhibitors, primary screen, biochemical, colorimetric, uHTS. inhibition, % at 20 µM. AID 493091, 2011. Recombinant Scp1, phosphopeptide, malachite green phosphate absorbance. 0.88% of 340,000 active. Carboxy-terminal domain RNA polymerase II polypeptide A small phosphatase 1 (Homo …;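 active means inhibition above about 50% at 20 µM, limit read from the data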;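 further: plate controls were DMSO wells with enzyme for no effect and wells lacking enzyme for full effect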
#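 Times: enzyme reaction 45 min at room temperature, colour 5 min, stabilisation 30 min. Material: SCP-1 catalytic fragment, aa 76-261. Medium: Acidic Tris acetate buffer with magnesium and detergent. Signal: colorimetric free-phosphate detection, absorbance 630 nm. Read-out basis: % inhibition of SCP-1 phosphate liberation. Reagent: Phosphorylated 17-residue peptide substrate.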
# DNMT1 block – human DNMT1 methyltransferase inhibitors, primary screen, biochemical, molecular beacon, fluorescence, HinP1I cleavage, uHTS; DNA (cytosine-5)-methyltransferase 1 (Homo sapiens), P26358; 0.83% of 360,000 active; inhibition (reported as % activation of signal), % at 10 µM; AID 588458, 2011; in the data active means inhibition above about 50%
# MT1-MMP act inh – blockers of MT1-MMP proenzyme processing, primary screen, HT1080 RFP-PRO-GFP cells, GFP/RFP fluorescence. Matrix metalloproteinase-14 (Homo sapiens), P50281. GFP/RFP ratio change, % at 20 µM. GFP/RFP ratio fluorescence, overnight; percent of plate control window, DMSO zero. 0.061% of 360,000 active;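 active means GFP/RFP ratio change of at least 30% with cell ATP level not reduced by more than half and red fluorescence within 50% of control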; further: strong numbers were not always called active
#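 Assay system – RFP-PRO-GFP reporter HT1080 cells · Compound dosing – single dose of 20 µM compound, 1% DMSO final · Incubation – overnight compound exposure at 37 °C · Measure – GFP/RFP fluorescence ratio · Benchmarks – DMSO wells and RFP-L50D-GFP cells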
# SUMO1 PPI mod – modulators of SUMO1 protein-protein interactions, primary screen, biochemical, uHTS; Small ubiquitin-related modifier 1 (Homo sapiens), P63165; AID 602429, 2012; inhibition, % at 20 µM; SUMO1 binding to a labelled peptide, TR-FRET, 1 h; 0.33% of 360,000 active; in the data active means inhibition above about 37%
# Rpn11 inh – Rpn11 (PSMD14) deubiquitinase inhibitors, primary screen, biochemical, fluorescence polarization, uHTS; calls only at 20 µM; human 26S proteasome, Ub4-pepOG fluorescence polarization; 20S core pre-blocked with epoxomicin; 0.59% of 360,000 active;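 active means inhibition at 20 µM, scaled to each plate's controls, above about 33%, limit read from the data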
# Target sequence (O00487 whole entry, looked up): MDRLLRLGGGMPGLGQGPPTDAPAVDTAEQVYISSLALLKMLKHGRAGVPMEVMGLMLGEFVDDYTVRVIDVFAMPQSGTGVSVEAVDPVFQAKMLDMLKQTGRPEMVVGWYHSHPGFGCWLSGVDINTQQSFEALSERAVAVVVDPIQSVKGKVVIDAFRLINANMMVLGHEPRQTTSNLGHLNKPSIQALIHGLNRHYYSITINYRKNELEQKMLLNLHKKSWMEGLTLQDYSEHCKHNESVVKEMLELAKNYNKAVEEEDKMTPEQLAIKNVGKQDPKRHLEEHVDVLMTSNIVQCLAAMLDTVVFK
# STEP block – STEP phosphatase inhibitors, primary screen, biochemical, fluorescence intensity, uHTS; Tyrosine-protein phosphatase non-receptor type 5 (Homo sapiens), P54829; 0.25% of 360,000 active; inhibition, % at 20 µM; recombinant STEP, OMFP fluorogenic substrate;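 active means inhibition at 20 µM, scaled per plate between control wells, above about 37%, limit read from the data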;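 further: 0% = DMSO with enzyme and substrate and 100% = substrate only without enzyme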
# Target sequence (P54829 whole entry, looked up): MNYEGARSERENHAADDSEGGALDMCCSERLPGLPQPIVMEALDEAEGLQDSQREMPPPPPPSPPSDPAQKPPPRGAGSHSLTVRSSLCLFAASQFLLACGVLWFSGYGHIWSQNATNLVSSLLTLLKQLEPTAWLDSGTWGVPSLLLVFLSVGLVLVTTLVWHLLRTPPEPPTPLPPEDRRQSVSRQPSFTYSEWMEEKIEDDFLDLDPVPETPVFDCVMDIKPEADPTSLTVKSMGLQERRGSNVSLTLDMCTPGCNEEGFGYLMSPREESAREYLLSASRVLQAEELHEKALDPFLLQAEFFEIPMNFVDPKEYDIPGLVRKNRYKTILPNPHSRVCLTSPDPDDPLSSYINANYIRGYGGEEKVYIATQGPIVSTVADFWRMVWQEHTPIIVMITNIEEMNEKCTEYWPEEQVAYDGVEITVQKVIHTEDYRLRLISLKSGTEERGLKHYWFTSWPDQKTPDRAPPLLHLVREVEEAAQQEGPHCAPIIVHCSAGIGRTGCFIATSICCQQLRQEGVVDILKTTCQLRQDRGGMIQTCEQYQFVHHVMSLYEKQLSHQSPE
#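 System: STEP phosphatase, cell-free reaction; Buffer or medium: Bis-Tris pH 6.0 buffer with DTT, detergent; Incubation: 20 min at room temperature, dark; Measured by: fluorescence, 480/540 nm.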
# * = called active by the depositor; i = inactive; x = no result given. Rows are unselected; 3.9% or so of the library scored in one or more.
NadD inh	MT1-MMP act inh	DNMT1 block	SKN-1 block	SUMO1 PPI mod	Molecule	LMPTP block	Scp-1 inhibitor	STEP block	Rpn11 inh	NRP1-CendR mod
7	6	-8	10	0	COc1ccc(C2CC2/C(=N/O)c2ccccn2)cc1 (stereo not given)	2.3	-1	3	i	0
4	2	-1	12	4	Cc1ccc(-c2c[n+](CC(=O)OCc3ccccc3)c3n2CCC3)cc1	0.5	1	0	i	1
-3	-3	11	-1	-7	CC(C)(C)NS(=O)(=O)c1ccc(NC(=O)Cc2ccccc2[N+](=O)[O-])cc1	2.5	0	-3	i	2
1	1	-6	14	4	c1coc(-c2cc3nc(NC4CCCCC4)ccn3n2)c1	0.5	x	-3	i	-5
-6	0	-2	17	-3	CC1=NN(C(=O)c2ccccc2Br)C(O)(c2cccnc2)C1 (stereo not given)	-2.2	-5	-3	i	-2
4	-9	0	0	0	Cc1ccc(Cn2c(CN(C)Cc3ccccc3)nc3c2c(=O)n(C)c(=O)n3C)cc1	0.5	-8	-1	i	-8
-6	-1	1	-9	-1	Cc1ccc(Oc2c(C)nc(-c3ccccc3)[nH]c2=O)cc1	-0.2	-11	-3	i	4
17	5	-4	1	4	Cc1sc2ncnc(N3CCC(C(=O)NNC(=O)COc4ccccc4Cl)CC3)c2c1C	1.2	0	0	i	-1
-8	8	-1	-3	2	COc1ccc(C(=O)COC(=O)c2cccs2)cc1	0.8	-10	1	i	-17
-1	-9	-3	0	-11	Cc1ccc(S(=O)(=O)N/N=C\c2cc3c(cc2Br)OCO3)cc1	0.2	-10	-3	i	-2
5	-7	-24	22	3	O=C(C1=C[C@H](c2ccc(C(F)(F)F)cc2)C[C@H](OCc2ccc(CO)cc2)O1)N1CCN(Cc2ccc3c(c2)OCO3)CC1	12	1	1	i	19
2	0	-7	4	0	O=C(OCc1ccccc1)/C(=C(\O)c1ccccc1Br)c1ccc(-c2ccccc2)cn1	3.1	-8	3	i	-6
-5	1	1	-11	-4	CCOC(=O)C1=NNC2C(=O)N(CC)C(=O)C12 (stereo not given)	-1.8	-2	1	i	19
-7	-2	0	-1	2	O=C(c1cc2ccccc2o1)N1CCN(S(=O)(=O)c2cccs2)CC1	1.9	-4	2	i	-5
2	0	-5	12	-7	Oc1ccc(CN2CCN(Cc3ccccc3)CC2)c2cccnc12	13	-6	-2	i	12
1	1	-3	3	3	COc1ccccc1NC(=O)C1=C(C)Nc2nc(-c3cccnc3)nn2C1c1ccccn1 (stereo not given)	0.5	-7	-1	i	3
-5	5	21	5	-5	O=C(Cc1ccccc1)NCC(=O)OCC(=O)c1ccc(OC(=O)c2ccccc2)cc1	-0.7	6	-4	i	-4
1	1	-1	3	-22	COc1cccc(NC(=O)CN(C)C(=O)c2ccc(N3CCOCC3)c([N+](=O)[O-])c2)c1	-0.1	-6	-2	i	10
1	6	5	6	0	O=C(Nc1ccc(N2CCOCC2)nc1)c1ccc(Cl)cc1	-1.2	0	2	i	-5
1	-4	5	2	1	O=C(Cn1cnc2c(nnn2Cc2ccc(F)cc2)c1=O)Nc1cccc(F)c1	-0.6	-4	1	i	-6
-2	1	-1	18	3	O=S(=O)(c1cccc(Cl)c1)N1CCC(c2nc3ccccc3[nH]2)CC1	0.1	-1	2	i	7
-3	5	0	-9	-4	CC(C)(C)c1cc(C(=O)NNC(=O)c2ccc(C(F)(F)F)cc2)no1	-0.5	-8	4	i	-4
-1	0	3	-8	5	NCC(O)c1ccc(O)c(O)c1 (stereo not given)	-0.1	30	-3	i	-1
17	0	-13	-2	2	COc1ccc(NCC(=O)N/N=C/c2ccc3c(c2)OCCO3)cc1	3.7	-7	-2	i	-4
-9	-3	-3	4	2	COc1ccc(C(=O)Cn2nnc(-c3ccccc3F)n2)cc1	0.4	-6	-2	i	7
-9	1	0	11	3	CCOc1cc(N2CCOCC2)c(OCC)cc1NC(=O)CN1C(=O)NC(CC(C)C)C1=O (stereo not given)	0.8	-8	-1	i	-14
11	1	-4	9	-1	Cc1cnc(NC(=O)CSc2nnc(CNc3ccc(F)cc3)n2CC2CCCO2)s1 (stereo not given)	-1.0	-3	1	i	5
-1	0	-2	11	4	COc1ccc(CNC(=O)CN2C(=O)NC3(CCCc4sccc43)C2=O)cc1 (stereo not given)	-0.7	-4	1	i	-2
0	4	-1	8	2	c1ccc(Cn2c(NCc3ccco3)nc3ccccc32)cc1	4.0	0	2	i	-15
-4	-3	3	-7	2	CN(C)CCNC(=O)CN1C(=O)CSc2ccc(S(=O)(=O)N3CCCCC3)cc21	-2.5	17	-4	i	17
0	-5	2	1	3	Cc1csc(NC(=O)C2=NN(c3ccccc3)C(=O)CC2)n1	-1.0	-8	3	i	-8
-3	6	1	2	4	Cc1ccc(C)c(OCCCN2CCCC2)c1	-1.9	-3	3	i	-7

# Single records, as listed above. Screens in order: NadD inh, MT1-MMP act inh, DNMT1 block, SKN-1 block, SUMO1 PPI mod, LMPTP block, Scp-1 inhibitor, STEP block, Rpn11 inh, NRP1-CendR mod
# c1ccc(Cn2c(NCc3ccco3)nc3ccccc32)cc1 across the screens: 0, 4, -1, 8, 2, 4.0, 0, 2, i, -15
# CCOc1cc(N2CCOCC2)c(OCC)cc1NC(=O)CN1C(=O)NC(CC(C)C)C1=O (stereo not given) across the screens: -9, 1, 0, 11, 3, 0.8, -8, -1, i, -14
# Cc1ccc(C)c(OCCCN2CCCC2)c1 across the screens: -3, 6, 1, 2, 4, -1.9, -3, 3, i, -7
# COc1ccc(CNC(=O)CN2C(=O)NC3(CCCc4sccc43)C2=O)cc1 (stereo not given) across the screens: -1, 0, -2, 11, 4, -0.7, -4, 1, i, -2
# Cc1cnc(NC(=O)CSc2nnc(CNc3ccc(F)cc3)n2CC2CCCO2)s1 (stereo not given) across the screens: 11, 1, -4, 9, -1, -1.0, -3, 1, i, 5

# Next section
NadD inh	MT1-MMP act inh	DNMT1 block	SKN-1 block	SUMO1 PPI mod	Molecule	LMPTP block	Scp-1 inhibitor	STEP block	Rpn11 inh	NRP1-CendR mod
0	7	2	6	5	COc1cccc2[nH]c3c(N4CCC5(CC4)OCCO5)ncnc3c12	1.1	-2	4	i	11
11	-2	24	10	35	O=C(O)/C=C/C(=O)Nc1ccc(C2(c3ccc(NC(=O)/C=C/C(=O)O)cc3)c3ccccc3-c3ccccc32)cc1	0.7	0	4	i	-133
-7	2	1	0	-8	CS(=O)(=O)c1ccc(Cl)c(NC(=O)COC(=O)CNC(=O)c2ccc3ccccc3c2)c1	-0.8	24	-2	i	2
-7	8	-5	28	-1	N#Cc1cccc(-n2c(-c3ccccc3)nnc2-c2ccccc2)c1C#N	1.9	-6	0	i	-2
-9	4	-1	-4	-35	CN(C)CCCNC(=O)/C(=C\C=C\c1ccccc1)NC(=O)c1ccc([N+](=O)[O-])cc1	-0.2	-1	0	i	-2
-1	5	-2	3	1	Cc1ccc(N2CCC(N3CCN(C)C(CCO)C3)CC2)cc1 (stereo not given)	3.3	-2	5	i	9
-4	0	4	0	4	CCOC(=O)c1ccc(OC(=O)CCCCCN=C(N)N)cc1	-1.0	-6	-4	i	-4
0	0	4	-9	-3	COc1cc(CC(=O)OCC(=O)Nc2ccc(S(=O)(=O)N3CCCC3)cc2)cc(OC)c1OC	0.1	-2	-1	i	8
2	0	24	7	-4	O=C(Nc1ccc(C(F)(F)F)cc1-c1ccccc1)c1ccccc1	0.9	-5	2	i	-8
x	0	x	5	2	COc1ccc(N2C(=O)c3ccccc3NC(=O)C2C(=O)Nc2ccc(N3CCOCC3)cc2)cc1 (stereo not given)	-0.6	x	x	x	9
19	-4	20	-3	-48	CCCCCCCCCCOC(=O)Cn1c(COc2ccccc2C)[n+](C)c2ccccc21	7.6	16	10	i	11
-3	-4	-1	5	-4	O=C(c1ccc(Cn2cnnn2)cc1)N1CCCC(Nc2ccc(F)c(F)c2)C1 (stereo not given)	-0.5	-3	1	i	-7
-5	-4	1	13	-1	CC(C)Cc1nnc(NC(=O)CCC(=O)NCCc2ccccc2)s1	-1.8	2	1	i	9
5	4	6	-14	-10	CC1Cc2nc(SCC(=O)N3CCCc4ccccc43)n(C)c(=O)c2S1 (stereo not given)	0.0	-8	-2	i	-15
0	3	4	-10	0	Cc1cn2c(=O)c(C(=O)N3CCN(c4ccccc4Cl)CC3)cnc2s1	-1.3	-1	-1	i	16
-1	0	-4	11	-1	Cc1ccc(SC(=O)c2c([N+](=O)[O-])c(C)nn2C)cc1	-1.3	-1	0	i	13
-4	2	0	8	-1	CC(C)(C)NC(=O)c1ccc(NC(=O)CSc2ccccc2)cc1	-0.9	-6	-2	i	13
-3	-1	1	-10	-8	Cc1noc(NS(=O)(=O)c2ccc(N/C=C/C(=O)c3ccncc3)cc2)c1C	-0.3	3	2	i	-5
2	1	0	0	1	COc1ccccc1CNCc1cc(OC)c(OC)c(OC)c1	1.5	-3	2	i	1
-1	2	1	2	-4	COCCCNC(NC(=O)c1ccc(Br)cc1)C(Cl)(Cl)Cl (stereo not given)	0.4	0	0	i	-7
6	3	0	-5	-24	O=[N+]([O-])c1ccc(/C=N/n2c(COc3ccccc3)n[nH]c2=S)cc1	0.5	-2	2	i	3
-1	-1	-11	-4	-3	COc1ccc(CN=C2NN=C(c3cccc(OC)c3)CS2)cc1	0.1	-1	-1	i	-10
1	10	16	0	2	Cc1ccc(Nc2nc3ccc(Cl)cc3n3cnnc23)cc1F	-1.1	7	-3	i	-11
-1	7	1	-15	-6	Cc1cccc(N2C(=O)c3cccnc3C2=O)c1	-0.6	9	2	i	4
7	-2	0	-1	1	CC(C)C[C@H](NC(=O)N1CC(=O)Nc2ccccc21)C(=O)N[C@@H](Cc1ccccc1)C(=O)O	-1.1	18	-5	i	6
-8	-1	-2	5	3	Cn1cc(CNCC2CCCO2)c(-c2ccc(Oc3ccccc3)cc2)n1 (stereo not given)	0.0	-4	-2	i	10

# Compound activity as filed in PubChem BioAssay.
